Bioassay records deposited in PubChem by National Center for Advancing Translational Sciences (NCATS).
IP6K1 inhibitor: Primary qHTS assay for small molecule inhibitors of Inositol hexaphosphate kinase 1 (IP6K1). Inositol hexakisphosphate kinase 1 (Homo sapiens), Q92551. IP6K1 kinase, ADP-Glo luminescence, 2 h; stronger effect = lower value. activity change, % (series mostly up to about 58 µM). 140,000 compounds, 0.81% hits. AID 1645851, 2021; in the data active = activity change below about -25%
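ADP-Glo luminescence measures ADP made by human IP6K1 during a 2 h RT reaction with ATP/IP6 (mix at 1.3 mM/130 uM); top library doses 57.5 and 19.1 uM final.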
HEK293 tox: Cytotoxic Profiling in HEK 293 Cell Line of Diverse Libraries Using Quantitative High-Throughput Screening; 94,000 compounds, 6.6% hits; Potency, µM (titrated, usually from 115 µM), inactives show at the highest dose activity change, negative = cytotoxicity, hits mostly inhibitors; AID 1345083, 2018; HEK 293 viability, ATP luminescence (CellTiter-Glo), 48-72 h; also: potency is read from the fitted curve at half-maximal effect; nearly all actives have a fitted effect of over 60% in size
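HEK 293 cells at 250 cells/well were exposed to compounds by pintool transfer for 48 or 72 hr at 37 degree Celsius, 5% CO2. Viability was read as ATP-coupled luminescence with CellTiter-Glo after 10 min at room temperature.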
GPT2 inh: Primary qHTS assay for inhibitors of Glutamate pyruvate transaminase 2 (GPT2); Potency, µM (top dose mostly 57.7 µM), for the others: at the highest dose activity change, negative = inhibition, most hits filed as inhibitors; Recombinant GPT2, coupled pyruvate oxidase/HRP Amplex Red fluorescence; Alanine aminotransferase 2 (Homo sapiens), Q8TD30; 100,000 compounds, 0.25% hits; also: potency is read from the fitted curve at half-maximal effect; nearly all actives have a fitted effect of over 60% in size; many of its hits are not listed in these tables
Target sequence (Q8TD30 whole entry, looked up): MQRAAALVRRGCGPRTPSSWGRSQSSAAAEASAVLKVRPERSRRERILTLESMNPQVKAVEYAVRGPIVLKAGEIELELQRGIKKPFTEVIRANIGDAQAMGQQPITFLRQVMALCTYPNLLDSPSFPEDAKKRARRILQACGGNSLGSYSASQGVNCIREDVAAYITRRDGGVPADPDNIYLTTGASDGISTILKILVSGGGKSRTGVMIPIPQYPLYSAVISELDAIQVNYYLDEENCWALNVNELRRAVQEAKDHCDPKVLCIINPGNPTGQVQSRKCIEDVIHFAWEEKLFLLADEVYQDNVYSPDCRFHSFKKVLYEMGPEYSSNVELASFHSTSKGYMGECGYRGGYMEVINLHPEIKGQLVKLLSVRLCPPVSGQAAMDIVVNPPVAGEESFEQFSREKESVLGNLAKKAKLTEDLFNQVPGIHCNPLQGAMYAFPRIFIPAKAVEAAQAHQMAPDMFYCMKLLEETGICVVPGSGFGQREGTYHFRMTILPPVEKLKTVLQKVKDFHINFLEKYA
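Fluorescence read-out: pyruvate from GPT2 turnover coupled to pyruvate oxidase, HRP and Amplex Red (0.2mM ThPP, 0.2U/mL PO and HRP, 50uM Amplex final). Substrates 250uM a-KG, 2mM L-alanine; enzyme 10ng/uL; 30 min RT.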
Luciferase inh: Firefly luciferase inhibition profiling of diverse chemical library using quantitative high-throughput screening | purified P. pyralis luciferase, luminescence, biochemical | Potency, µM (doses to about 115 µM), for inactives: top-dose activity change, negative = inhibition, actives largely listed as inhibitors | 76,000 compounds, 2.5% hits; also: potency is read from the fitted curve at half-maximal effect; nearly all actives have a fitted effect of over 65% in size
Target sequence (P08659 whole entry, looked up): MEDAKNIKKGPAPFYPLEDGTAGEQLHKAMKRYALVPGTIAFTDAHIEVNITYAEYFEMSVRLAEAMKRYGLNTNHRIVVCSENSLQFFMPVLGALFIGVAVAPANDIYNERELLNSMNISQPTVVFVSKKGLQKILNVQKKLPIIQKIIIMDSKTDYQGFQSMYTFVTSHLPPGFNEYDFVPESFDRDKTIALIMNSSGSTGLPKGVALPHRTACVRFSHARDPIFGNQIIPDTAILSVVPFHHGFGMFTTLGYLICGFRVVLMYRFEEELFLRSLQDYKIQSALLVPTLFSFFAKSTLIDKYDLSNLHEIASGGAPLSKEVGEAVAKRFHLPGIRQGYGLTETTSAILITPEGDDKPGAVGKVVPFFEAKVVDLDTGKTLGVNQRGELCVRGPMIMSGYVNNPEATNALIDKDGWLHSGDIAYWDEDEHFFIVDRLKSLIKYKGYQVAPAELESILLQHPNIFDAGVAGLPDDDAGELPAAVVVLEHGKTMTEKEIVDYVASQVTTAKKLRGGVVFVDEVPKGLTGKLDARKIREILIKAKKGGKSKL
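Purified P. pyralis luciferase (10nM final) in 50mM Tris acetate pH 7.5, 10mM Mg acetate, 0.01% Tween-20, 0.05% BSA with 10uM D-luciferin and 10uM ATP. Compounds titrated qHTS. Luminescence imaged on CCD.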
SNCA viab count: GF-AFC viability counterscreen for inhibitors of alpha-synuclein gene (SNCA) expression; HEK-293-SNCA-luc viability, GF-AFC fluorescence, 24 h; Potency, µM (titrated, usually from 57.1 µM), inactives show top-dose activity change, negative = cytotoxicity, most hits filed as cytotoxic; 150,000 compounds, 0.12% hits; AID 1671193, 2021;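 also: potency is read from the fitted curve at half-maximal effect; 0% = DMSO-treated cells and -100% = medium-only wells without cells; nearly all actives have a fitted effect of over 30% in size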
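Cytotoxicity counterscreen: after 24 h compound treatment of genome-edited SNCA-luciferase HEK-293 cells, live-cell protease substrate GF-AFC read by fluorescence after 30 min; activity scaled between DMSO (0%) and medium-only (-100%), curves Hill-fitted.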
SNCA expr inhib: Primary qHTS assay for inhibitors of alpha-synuclein gene (SNCA) expression; 140,000 compounds, 0.17% hits; HEK-293 SNCA-luciferase knock-in, luminescence, 24 h; Potency, µM (top dose mostly 57.2 µM), for inactives: at the top dose activity change, negative = inhibition, actives largely listed as inhibitors;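 also: potency is read from the fitted curve at half-maximal effect; plate controls were DMSO cells for no effect and cell-free wells for full effect; nearly all actives have a fitted effect of over 45% in size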
3T3 cytotox: Cytotoxic Profiling in NIH 3T3 Cell Line of Diverse Libraries Using Quantitative High-Throughput Screening. NIH 3T3 viability, CellTiter-Glo ATP luminescence, 48-72 h. Potency, µM (doses to about 96.7 µM), inactives show top-dose activity change, negative = cytotoxicity, usual class: inhibitors. 94,000 compounds, 4.3% hits. AID 1345082, 2018; also: potency is read from the fitted curve at half-maximal effect; nearly all actives have a fitted effect of over 55% in size
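Cytotoxicity is measured as loss of cellular ATP: NIH 3T3 cells (400/well) are exposed to compound for 48 or 72 hr at 37 °C, then CellTiter-Glo luminescence is imaged after 10 min at room temperature.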
* marks the source's active call; other numbers are inactive results; i = inactive; ? = inconclusive; · = no result given; [ ] = another dose, or the depositor's remark. Unless noted, calls follow the shape of the dose curve; as a rule, active = well fitted curve in the direction sought with a large enough effect; inconclusive = small, poorly fitted or top-dose-only effect, or another doubt; inactive = no such curve, though single readings can be large; an effect the other way counts as inactive or inconclusive. Unless noted, % is scaled to controls: 0 for no effect and ±100 for the full control effect. A portion of the library. The share of hits here may be higher or lower than overall.

SMILES	IP6K1 inhibitor	HEK293 tox	GPT2 inh	Luciferase inh	SNCA viab count	SNCA expr inhib	3T3 cytotox
Cc1cc2c(cc1S(=O)(=O)NCc1ccc(F)cc1)OCCN2C	12	·	·	·	-5%	-3%	·
COc1ccc(Cl)cc1NC(=O)Cn1cccc1-c1nc(-c2ccccc2)no1	8	?	i	-7%	-19%	?	-18%
CCCCNc1nc(Oc2ccc(OCC)nn2)nc(N2CCOCC2)n1	3	·	·	·	-8%	39%[activator]	·
CCC1CCCCN1CCCNC(=O)CN1C(=O)CSc2ccc(S(=O)(=O)N3CCC(C)CC3)cc21 (stereo not drawn)	8	·	·	·	-10%	?	·
O=C(CN1C(=O)COc2ccc(S(=O)(=O)N3CCCCC3)cc21)NCc1ccccc1Cl	-11	·	·	·	-8%	-7%	·
CCOCCNC(=O)C1CCCN1c1nccc(Nc2ccccc2F)n1 (stereo not drawn)	-15	-12%	i	·	-6%[12.5 µM]	6%	-10%
CC(=O)N1CC2(CCN(CC(=O)N3CCOCC3)CC2)CC1C(=O)O (stereo not drawn)	-3	i	0%	-1%	1%	-21%	-5%
COc1cc(C(=O)Nc2ccccc2OCc2cc(=O)n3cc(C)sc3n2)cc(OC)c1OC	13	·	·	·	-8%	-4%	·
Cn1c(CN2CCOC[C@H]2c2ncc(-c3ccc(Cl)cc3)[nH]2)nc2ccccc21	-9	79µM*	-11%[88.5 µM]	1%[172 µM]	-12%[87.6 µM]	-2%[87.6 µM]	?
COC[C@@H]1CN(C(=O)c2ccc3ncccc3c2)C[C@H]1c1nc(C)no1	-5	0%	3%	-2%	-15%	19%	-8%
CC(C)CN1C(=O)c2cccn2CC1CNC(=O)c1n[nH]c(=O)c2ccccc12 (stereo not drawn)	3	1%	i	0%	-7%	-10%	i
CCOC(=O)C1CCN(C(=O)C2COC3(CCCCC3)N2C(=O)c2ccccc2)CC1 (stereo not drawn)	-4	-10%	i	-10%	-6%	-3%	-34%
Cc1cccc(-c2ocnc2C(=O)N2CCCCCCNC(=O)[C@@H]3CCC[C@@H]32)c1	-11	-1%	i	8%	6%	16%	5%
Cc1ccc(Nc2ccnc(N3CCCC(C(=O)N4CCCC4)C3)n2)cc1 (stereo not drawn)	-3	?	1%	·	-22%[12.5 µM]	?	28µM*
O=C1CC(c2noc(-c3ccc4c(c3)OCO4)n2)CN1c1ccc(F)cc1 (stereo not drawn)	-7	11%	-20%	-12%	?	3%	i
Cc1ncoc1C(=O)N1CCC[C@H](n2c(=O)n(C)c3cccnc32)C1	15	i	4%	-8%	-5%	?	-1%
Cc1noc(-c2cn(C3CCCN(C(=O)c4cccc(Br)c4)C3)nn2)n1 (stereo not drawn)	14	1%	-1%	4%	-9%	-5%	0%
CCN1CC(C(=O)N2CCC3(CC2)C(=O)N(C)c2ccccc23)CCC1=O (stereo not drawn)	13	-8%	4%	0%	-7%	?	-15%
O=C(Nc1cc(-c2ccc(Cl)cc2)no1)c1ccc(F)cc1	42	·	·	·	14%	15%	·
CCc1ccccc1NC(=O)CN1C=C(C(=O)OC)C(C)=NS1(=O)=O	-16	?	2%	8%	0%	?	-7%
O=C(c1cccc(Cl)c1)N1CCc2nc(C3CC3)nc(-c3ccc(Cl)cc3)c2C1	13	?	-14%	0%	1%	-8%	?
Cc1cnc(C(=O)N[C@@H]2CCC[C@@H]2C(=O)NCCCN2CCOCC2)cn1	-3	i	i	8%	5%	-7%	i
COc1cccc(CNC(=O)c2ccc(CNS(=O)(=O)c3ccc(C)cc3)cc2)c1	-12	·	·	·	-7%	-9%	·
Cc1ccsc1C(=O)N1CCN(C(=O)c2nnn3c2COC(c2ccccc2)C3)CC1 (stereo not drawn)	7	?	-21%	-10%	6%	-6%	-17%
COc1cc(CN2CCC([C@@H]3CNC[C@H]3CO)CC2)cc(OC)c1	-8	-25%	i	1%	0%[12.5 µM]	-9%	-11%
CC(C)CCN1CCC2(CC1)C(=NC1CCCC1)NC(=O)N2c1cc(F)cc(F)c1	-3	4%	-2%	·	-3%	-22%	-11%
CC1=C[C@@H](CN2CCC(O)CC2)[C@H](C(C)C)C[C@H]1Cc1nnc(-c2ccncc2)o1	2	?	i	-8%[172 µM]	12%[87.6 µM]	10%[87.6 µM]	?
CC1=C[C@@H](CNCCN2CCOCC2)[C@H](C(C)C)C[C@H]1Cc1nnc(-c2ccc(C)cc2)o1	17	40µM*	i	-6%	?	-12%	35µM*
CC(NC(=O)c1ccc2c(c1)CCN2S(C)(=O)=O)c1ccccc1 (stereo not drawn)	2	·	·	·	2%	23%	·
O=C(Cc1cccs1)NC1CCCc2c1[nH]c1c(Cl)cccc21 (stereo not drawn)	0	?	-1%	-9%	-3%	?	32µM*
Cc1ccc(OCC(=O)N(Cc2ccco2)Cc2ccc(C)o2)cc1	26	·	·	·	-12%	5%	·
COc1cccc(C(=O)N[C@@H]2CN(Cc3cccnc3)C[C@H]2CN(C)C)c1C	-5	0%	i	8%	0%	19%	1%
CCn1c2c(c(=O)n1-c1ccccc1)CCN(Cc1cncc(OC)c1)C2	5	i	i	-7%[172 µM]	4%[87.6 µM]	13%[87.6 µM]	100µM*
CCc1ccc(OCC2c3cc(OC)c(OC)cc3CCN2C(=O)COc2ccccc2)cc1 (stereo not drawn)	16	·	·	·	-19%	?	·
Cc1ccc(-n2nc3c(=O)n(CCCC(=O)NCCc4ccccc4Cl)nc(C)c3c2C)cc1	-6	·	·	·	-1%	27%	·
CC(C)(C)C(=O)N1CCc2nc(C3CC3)nc(-c3ccc(Cl)cc3)c2C1	4	?	-7%	6%	4%	18%	-25%
CN(C)c1cccc(C(=O)N2CCN(c3cc(-c4ccc(Cl)cc4)[nH]n3)CC2)c1	7	?	i	28µM*	-23%	3%	?
COc1ccc(CCC(=O)N2CCC(Cc3nc(C4CC4)n[nH]3)CC2)cc1	-7	-9%	i	1%	-6%	-7%	-15%
O=C1NCc2ccccc2CC12CCCN2Cc1ccc(F)cc1F (stereo not drawn)	-13	-27%	i	·	-1%	?	?
CCOC(=O)CN(Cc1ccccc1)C(C(=O)NC1CCCCC1)c1ccc(C)cc1 (stereo not drawn)	11	·	·	·	-28%	?	·

Next part, starting with the last 5 of the part before.
SMILES	IP6K1 inhibitor	HEK293 tox	GPT2 inh	Luciferase inh	SNCA viab count	SNCA expr inhib	3T3 cytotox
CC(C)(C)C(=O)N1CCc2nc(C3CC3)nc(-c3ccc(Cl)cc3)c2C1	4	?	-7%	6%	4%	18%	-25%
CN(C)c1cccc(C(=O)N2CCN(c3cc(-c4ccc(Cl)cc4)[nH]n3)CC2)c1	7	?	i	28µM*	-23%	3%	?
COc1ccc(CCC(=O)N2CCC(Cc3nc(C4CC4)n[nH]3)CC2)cc1	-7	-9%	i	1%	-6%	-7%	-15%
O=C1NCc2ccccc2CC12CCCN2Cc1ccc(F)cc1F (stereo not drawn)	-13	-27%	i	·	-1%	?	?
CCOC(=O)CN(Cc1ccccc1)C(C(=O)NC1CCCCC1)c1ccc(C)cc1 (stereo not drawn)	11	·	·	·	-28%	?	·
COc1cc(Cl)ccc1C(=O)N1CC(F)(F)C[C@H]1c1nnc(C)o1	5	-1%	-4%	3%	1%	-12%	i
COc1ccc(C(=O)N[C@@H]2CCC[C@@H]2C(=O)NC(C)C)cc1	-2	-4%	?	-5%	?	-4%	2%
O=C(NCC1CC1)C1CCN(c2nccc(Nc3ccccc3F)n2)CC1	6	?	i	·	-3%[12.5 µM]	15%	-29%
O=C1c2c(nc(COc3cc(F)cc(F)c3)n2Cc2ccccc2)NCCN1CC1CCOCC1	-1	?	2%	-4%	-20%	-17%	?
CC(C)N1CC(C(=O)NCc2ccc(F)c(F)c2)NC1=O (stereo not drawn)	7	-8%[172 µM]	i	·	10%[12.5 µM]	-4%[87.6 µM]	-25%[138 µM]
Cc1nc2ccn(Cc3cccnc3)c(=O)c2cc1C(=O)N1CCN(c2ccccc2)CC1	-7	·	·	·	13%	22%	·
CCOC(=O)c1ccc(CN(Cc2ccc(F)cc2)S(=O)(=O)c2ccc(F)c(C(=O)Nc3ccc(Cl)cc3F)c2)cc1	16	·	·	·	8%	-15%	·
C=CCOC(=O)N(C)Cc1cn([C@@H]2CN[C@H](C(=O)NC)C2)nn1	-14	-3%	-16%	-1%	4%	16%	i
CN(C1CCc2ccccc2C1)[S+](=O)([O-])c1cccs1 (stereo not drawn)	-12	?	i	-23%[172 µM]	12%[87.6 µM]	25%[87.6 µM]	?
CN(C)C(=O)c1n[nH]c2c1CN(C(=O)c1cc(F)cc(F)c1)CC2	-15	-3%	i	-10%	24%	52%[activator]	-13%
Cc1ccc(-c2noc([C@@H]3Cc4nc[nH]c4CN3Cc3cccs3)n2)cc1	-4	79µM*	-5%[88.5 µM]	28µM*	-4%[87.6 µM]	?	79µM*
CN(C)C(=O)C1CCCCN1Cc1ccc(-c2cccs2)cc1 (stereo not drawn)	7	?	-1%[88.5 µM]	·	8%[87.6 µM]	49%[activator][87.6 µM]	?
O=C(c1ccccc1)N1CCC2(C1)C(=O)Nc1ccccc12 (stereo not drawn)	-7	4%[172 µM]	i	·	2%[87.6 µM]	16%[87.6 µM]	-17%[138 µM]
C=C1CC[C@H](O)CC1=C/C=C1\CCC[C@]2(C)[C@@H]([C@H](C)/C=C/[C@H](C)C(C)C)CC[C@@H]12	5	·	i	·	-19%	·	·
O=C(c1ccc(F)cc1)N1CCN(CCn2nc3n(c2=O)CCCC3)CC1	-5	-23%	·	·	·	·	-25%
O=C(c1ccsc1)N1CCC(Oc2ccccc2)C1 (stereo not drawn)	24	-19%	i	8%	0%	?	-10%
Cc1noc(C)c1-c1cc2c(c(-c3cccnc3)c1)C(=O)N(C)C2	24	-18%[172 µM]	3%[88.5 µM]	0%[172 µM]	2%[87.6 µM]	20%[87.6 µM]	?
Cc1ccc(S(=O)(=O)C2(C(=O)Nc3ccc(Cl)c(C(F)(F)F)c3)CC2)cc1	-4	·	·	·	3%	?	·
